Assay outcomes as filed in PubChem.
core dimer inh: blocks dimerization of HCV core protein. TR-FRET GST/Flag-core106 dimerization, 1536-well. inhibition, % at 5 µM. 300,000 tested, 0.33% active. AID 1899;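 active means inhibition above the mean of all tested compounds plus 3 SD, set per screening campaign, cut at about 45% in these data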
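Test system: GST/Flag-tagged HCV core106 proteins; Medium: KF-containing HEPES buffer, pH 7.45, DTT, CHAPS, BSA; Times: compound-protein-antibody incubation 4 h at 22.5 °C; Detection: TR-FRET 671 and 617 nm emission; Benchmarks: wells lacking GST-core106 and wells with excess unlabelled core106.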
Efflux pump mplx: inhibitors of Candida antifungal efflux pumps expressed in yeast. S. cerevisiae Candida pump triplex, Nile Red efflux. inhibition, % at 10 µM. 330,000 tested, 0.44% active. AID 485275;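 active means plate passing quality check with inhibition over a set limit, or well fluorescence over plate mean plus 4 SD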;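 further: Nile Red retained in pooled yeast measured as flow cytometry median fluorescence; 0% = buffer negative control and 100% = Enniatin B positive control; higher means more Nile Red kept so more efflux inhibition; some compounds called inactive have numbers as strong as hits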
PP1 inh: counter-screen for PP5 inhibitors: inhibitors of human PP1-alpha | P62136 | purified PP1alpha, OMFP fluorescence | AID 2235 | 320,000 tested, 0.9% active | inhibition, % at 6.7 µM;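 active means inhibition above the mean inhibition of all tested compounds plus 3 SD, computed separately for each screening campaign, cut at about 15% in these data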
Target sequence (P62136 whole entry, looked up): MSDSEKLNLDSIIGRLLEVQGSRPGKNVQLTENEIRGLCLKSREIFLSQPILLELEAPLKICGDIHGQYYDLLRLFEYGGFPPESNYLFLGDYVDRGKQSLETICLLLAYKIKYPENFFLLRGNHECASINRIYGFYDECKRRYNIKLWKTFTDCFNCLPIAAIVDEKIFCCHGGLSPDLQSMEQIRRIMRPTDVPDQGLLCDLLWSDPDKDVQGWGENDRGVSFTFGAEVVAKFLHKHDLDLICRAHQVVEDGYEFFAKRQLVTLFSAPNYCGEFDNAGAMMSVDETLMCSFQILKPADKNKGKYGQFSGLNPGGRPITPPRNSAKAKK
GASC-1 inh: inhibitors of human GASC-1 (JMJD2C) demethylase | Q9H3R0 | GST-JMJD2C(1-420) H3K9me3 demethylation, DELFIA europium | inhibition, % at 2.35 µM | 330,000 tested, 0.069% active | AID 2099;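 active means more than half of a compound's replicate wells show inhibition beyond 50%, single wells judged on their own value; inconclusive means some, but no more than half, of replicates pass 50% inhibition; inactive means no replicate passes 50% inhibition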;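 further: signal counts dimethyl H3K9 product captured on neutravidin plate; 0% = median of DMSO wells and 100% = 0.3 times that DMSO median; strong numbers were not always called active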
Target sequence (Q9H3R0 1-420 limits assumed): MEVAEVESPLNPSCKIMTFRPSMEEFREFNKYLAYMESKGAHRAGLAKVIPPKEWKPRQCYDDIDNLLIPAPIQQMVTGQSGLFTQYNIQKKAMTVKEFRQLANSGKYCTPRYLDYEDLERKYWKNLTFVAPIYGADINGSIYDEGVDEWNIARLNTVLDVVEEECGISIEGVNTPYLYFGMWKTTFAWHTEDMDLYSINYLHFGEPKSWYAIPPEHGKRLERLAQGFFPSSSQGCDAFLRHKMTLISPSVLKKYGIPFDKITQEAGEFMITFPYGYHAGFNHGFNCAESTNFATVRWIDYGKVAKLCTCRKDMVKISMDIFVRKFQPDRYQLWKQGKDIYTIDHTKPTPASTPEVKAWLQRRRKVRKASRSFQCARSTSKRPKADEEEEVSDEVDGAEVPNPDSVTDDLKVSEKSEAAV
PP5 inh: PP5 (human) phosphatase inhibition; P53041; 320,000 tested, 0.18% active; inhibition, % at 6.7 µM; purified PP5c, OMFP substrate fluorescence;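 active means inhibition above the campaign's mean inhibition across all tested compounds plus 3 SD, cut at about 9.5% in these data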;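 further: 0% = DMSO only and 100% = 100 µM cantharidin control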
Fh CTSL1 inh: blocks F. hepatica cathepsin L1 in PFM18AAP counter-screen. 300,000 tested, 0.49% active. inhibition, % at 5.96 µM. recombinant F. hepatica cathepsin L1, Z-Leu-Arg-MCA fluorescence;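 active means inhibition above the mean of all tested compounds plus 3 SD, set per screening campaign, cut at about 17% in these data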;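 further: 0% = plate median of test compound wells and 100% = 1 µM Z-Phe-Ala-diazomethylketone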
proCasp3 act: activates human procaspase-3 | 330,000 tested, 0.11% active | recombinant procaspase-3 D3A, Ac-DEVD-pNA absorbance 405 nm | P42574 | AID 463141 | activation, % at 8.5 µM;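 active means activation above the mean of all tested compounds plus 3 SD, cut at about 21% in these data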;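 further: 0% = DMSO alone and 100% = DMSO wells spiked with extra 5 µM PC-3 D3A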
Target sequence (P42574 whole entry D9A/D28A/D175A): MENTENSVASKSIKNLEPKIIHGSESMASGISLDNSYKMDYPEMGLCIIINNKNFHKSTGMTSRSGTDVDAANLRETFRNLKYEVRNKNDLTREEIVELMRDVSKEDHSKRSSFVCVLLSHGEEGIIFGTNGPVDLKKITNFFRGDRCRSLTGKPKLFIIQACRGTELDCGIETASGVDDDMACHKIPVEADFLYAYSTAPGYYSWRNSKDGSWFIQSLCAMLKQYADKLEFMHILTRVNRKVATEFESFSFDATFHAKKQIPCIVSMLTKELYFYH
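System: Procaspase-3 D3A mutant. Medium: Zinc-free 300 mM NaCl, 50 mM HEPES, 0.01% Triton X-100. Schedule: 1 h preincubation plus 2 h reaction at 25 °C. Measured by: 405 nm absorbance of p-nitroaniline, reads at 0 and 120 min. Read-out: percent activation relative to control range.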
procasp7 counter: activates human procaspase-7, counter-screen for procaspase-3 activators. recombinant procaspase-7, Ac-DEVD-pNA absorbance 405 nm; D23A/D198A/D206A triple mutant, cannot self-cleave; scale: DMSO 0, 5 µM enzyme 100. activation, % at 8.5 µM. 330,000 tested, 0.093% active. AID 463210;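 active means percent activation above the screen-wide mean plus 3 SD, cut at about 25% in these data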
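Assay system: Uncleavable procaspase-7 mutant enzyme; Input: 2 µM procaspase-7 mutant as dispensed; Also added: DEVD-pNA substrate; Medium: Zinc-free HEPES pH 7.4 with 300 mM NaCl, 0.01% Triton X-100; Timing: 1 h compound preincubation, 2 h substrate cleavage, 25 °C; Measured by: Epi-absorbance of released pNA at 405 nm, two timepoints.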
TPT1 inhibitor: blocks Candida albicans tRNA 2'-phosphotransferase. recombinant caTPT1, FP RNA substrate dephosphorylation. inhibition, % at 5 µM. 300,000 tested, 0.81% active;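 active means inhibition above the mean of all tested compounds plus 3 SD, set per screening campaign, cut at about 24% in these data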;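 further: plate controls were DMSO alone for no effect and ferristatin control at 100 nM for full effect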
An asterisk follows results filed as active; ? = inconclusive; . = no result given.

SMILES	core dimer inh	Efflux pump mplx	PP1 inh	GASC-1 inh	PP5 inh	Fh CTSL1 inh	proCasp3 act	procasp7 counter	TPT1 inhibitor
Cc1nc2scc(-c3cccs3)c2c(=O)o1	13	0.0	-1	2	-1.4	-1	-4	-7	0
COc1cccc(CN(C(=O)c2ccc([N+](=O)[O-])cc2)C2CCS(=O)(=O)C2)c1 (configuration not stated)	5	0.0	-3	11	0.3	1	10	1	0
ONC(=Nc1ccc(Cl)cc1)c1ccccc1	-3	0.2	-17	4	3.0	-1	-4	-6	-1
CSc1ccc(C2Nc3ccccc3-c3cc(C)nn32)cc1 (configuration not stated)	3	-0.2	-4	4	3.1	3	3	-5	-1
Cc1c(CCC(=O)O)c(=O)oc2c(C)c(OCc3cc4c(cc3Cl)OCO4)ccc12	12	0.2	20*	6	-1.5	4	5	-10	0
CC(=O)c1c(-c2ccccc2)c2cc(Cl)ccc2n(C)c1=O	2	-0.1	-2	-4	1.4	-2	-3	-6	1
COc1cccc(NC(=S)N/N=C2\CC(C)(C)Oc3ccc(O)cc32)c1	-5	0.1	10	-5	4.6	-1	-6	-12	-1
COC(=O)c1ccc(NC(=O)CNc2ccccc2)cc1	4	0.2	0	0	-1.1	2	1	7	1
CC(c1ccccc1)N1CC(C(=O)O)CC1=O (configuration not stated)	0	-0.1	-7	5	0.6	0	4	7	-2
CCN1C(=O)C(O)(CC(=O)c2c(C)coc2C)c2ccccc21 (configuration not stated)	-1	0.0	-1	-2	-2.1	1	0	5	-4
COc1ccc(C/C(C)=N/NC(=S)Nc2ccc(Cl)cc2)cc1	-1	-0.1	0	-4	-1.2	3	4	-1	0
CCN(CC)C(=O)C1=C(C)Nc2ncnn2C1c1cccnc1 (configuration not stated)	3	0.1	-2	-22	-0.8	-3	2	3	-3
CCC(=O)N1CCc2cc(S(=O)(=O)CCC(=O)N3CCN(c4ccccc4)CC3)ccc21	0	-0.1	-7	-1	-0.6	-1	-4	8	-3
O=C(Nc1ccc(CN2CCCCC2)cc1)c1cccc(Br)c1	-5	0.1	-3	0	-1.4	2	-4	2	-5
Cc1cc(C)n2nc(C(=O)NNC(=O)c3ccccc3)nc2n1	-6	-0.1	0	7	1.2	0	4	6	0
Cc1cc(C)n2nc(C(=O)Nc3ccc4c(c3)OCCO4)nc2n1	.	0.2	-2	1	2.5	.	6	11	.
O=C(c1ccccc1Cl)N1N=C(c2cccs2)CC1c1cccc(O)c1 (configuration not stated)	0	0.0	-1	-7	1.7	0	7	-9	-4
C=CCn1c(SCC(=O)Nc2ccccc2OC)nc2c([nH]c3ccccc32)c1=O	9	-0.1	-4	-10	-1.2	3	12	-1	-1
CSc1nc2sc3c(c2c(=O)[nH]1)CCCC3	0	0.0	3	12	0.0	-5	6	7	1
CCc1ccc(/C=N/NC(=O)Cc2cccn2C)cc1	1	0.0	-8	2	1.3	3	-5	-9	-3
CCN(CC(=O)Nc1ccc2c(c1)OCCO2)C(=O)CN1C(=O)NC(C)(c2ccc(C)cc2)C1=O (configuration not stated)	.	0.1	-2	5	1.5	.	12	10	.
CCN(C(=O)COc1ccc(N(C)S(=O)(=O)c2ccc(NC(C)=O)cc2)cc1)C1CCCCC1	.	0.3	.	-5	.	.	-2	-2	.
COc1ccc(OC)c(N=c2oc3cc(O)ccc3cc2C(N)=O)c1	-5	0.4	4	?	1.0	3	-5	-15	2
O=C(CCCc1nc(-c2ccccc2Cl)no1)N1CCOCC1	2	0.2	-2	-2	4.4	-2	0	11	4
COc1cc(Cl)c(C)cc1NC(=O)c1ccc2c(c1)OCO2	-1	-0.1	1	-2	-1.4	0	1	4	-2
COc1ccc(NC(=O)c2ccc3c(c2)CCN3S(=O)(=O)c2ccccc2)cc1	15	0.0	-1	15	-0.5	-1	-4	2	2
Cc1cc(-c2ccccc2)n2nc(C)c(-c3ccccc3)c2n1	10	0.0	-1	7	0.1	-4	1	6	-3
COc1ccc(N=Nc2cnc(C)nc2-c2ccccc2)cc1	4	0.0	-1	2	0.8	3	-3	2	1
O=C(O)CSC(C(=O)Nc1ccc(C(F)(F)F)cc1)c1ccccc1 (configuration not stated)	1	0.0	12	0	2.8	10	7	-1	-3
CSc1nc(NC(C)(C)C)nc(N2CCOCC2)n1	3	0.1	-2	3	2.5	0	-4	-8	-3
O=C(NCC(c1ccc(F)cc1)N1CCOCC1)c1ccc([N+](=O)[O-])o1 (configuration not stated)	.	0.1	.	12	.	.	7	7	.
O=C(O)c1cnn(-c2nc(-c3ccc(F)cc3)cs2)c1C(F)(F)F	6	-0.3	-5	-2	-0.3	-1	7	-8	-1
COc1ccccc1Nc1nc(C)cc(C)n1	-6	-0.1	6	1	0.6	-4	-4	3	-9
CC(OC(=O)CN1C(=O)c2ccccc2C1=O)C(=O)NC1CCCC1 (configuration not stated)	5	-0.1	-1	3	1.9	1	8	5	-1
CCOc1ccc(NC(=S)N(CCc2c(C)[nH]c3ccccc23)Cc2cccnc2)cc1	0	0.1	-1	1	1.7	-2	-5	5	0
O=C(O)c1cccc(NS(=O)(=O)c2cccc3cccnc23)c1	1	0.1	-3	12	0.1	2	6	1	2
O=C(c1ccccc1C(=O)N1CCN(c2ccccc2F)CC1)N1CCN(c2ccccc2F)CC1	4	0.0	-3	-2	0.9	0	0	-6	-2
Cc1cc(C)c2c(CN3CCOCC3)cc(=O)oc2c1C	-3	0.1	2	4	0.4	-1	-9	9	-2
COc1cc(CN2CCNC(=O)C2CC(=O)NCCc2ncccc2C)cc(OC)c1 (configuration not stated)	-1	0.1	-1	-28	1.8	1	5	-4	-12
NC(=O)C1(N2CCCCC2)CCN(c2nc(-c3ccc(Br)cc3)cs2)CC1	4	0.0	0	-2	-0.1	9	2	0	0
O=C(CSc1ccccn1)N1CCN(c2ccc(Cl)cc2)CC1	-1	-0.2	-2	-4	0.5	-2	-10	-10	-3
Cc1ccc(CCNC(=O)C2CCC(=O)N(CC3CCCCC3)C2)cc1 (configuration not stated)	-14	-0.1	-1	4	2.0	-8	-1	-10	-2
CCC(=O)c1cn([C@H](CCC(OC)OC)CC(=O)OC(C)(C)C)cc1CC	-16	0.1	0	-4	1.7	2	1	-5	-2
CCN(CC(=O)NCc1ccc(F)cc1)C(=O)/C=C/c1ccc(OC)cc1	-7	-0.3	-2	0	-0.6	1	4	1	1
Cc1nn(CCCC(=O)NCc2ccccc2Cl)c(=O)c2nccn12	-15	-0.1	-2	7	-0.4	1	6	2	-3
Cc1ccc(-c2nnc(N3CCCCC3)c3ccccc23)cc1	5	0.1	1	8	2.6	-2	10	10	-4
COCCNC(=O)CN1C(=O)/C(=C/c2ccccc2)Oc2ccc(C(C)(C)C)cc21	3	0.1	1	1	2.8	6	-21	-1	3
CCOC(=O)C1CCCN(c2cc(C)nc3cc(-c4ccc(Cl)cc4)nn23)C1 (configuration not stated)	2	0.0	-1	3	1.3	6	2	-14	4
Cc1ccc(CN(C)C(=O)c2cc(Br)c(Br)s2)o1	21	-0.1	-4	-3	-1.2	3	-2	-11	0
Cc1ncc(CC(=O)n2cc(C(=O)c3cc(Cl)ccc3O)cn2)s1	0	-0.1	-1	-6	-0.4	-1	0	-6	-2
Cc1ccc(-n2c(=O)[nH]c3c(C(N)=O)nc(C(C)C)nc32)cc1	0	0.0	3	-13	3.1	1	6	0	-4
COc1ccc(N2CCN(C(=O)COC(=O)c3cccc(S(=O)(=O)Nc4cccc(C)c4)c3)CC2)cc1	8	0.2	0	2	1.0	1	-3	3	0
CCC(CC)C(=O)Nc1ccc(Nc2ccccc2)cc1	-29	0.1	-6	-3	0.8	5	-10	-12	-3
O=C(O)CC(NC(=O)C(c1ccccc1)c1ccccc1)c1ccc(F)cc1 (configuration not stated)	0	-0.1	0	-12	4.5	7	-6	5	0
O=c1c2ccccc2c(/C=N/c2n[nH]c(CCCO)n2)c(O)n1-c1ccccc1Cl	1	-0.1	5	6	-3.7	12	-18	-17	-3
COc1ccc(S(=O)(=O)N2CCCN(CC(=O)Nc3ccccc3F)CC2)cc1	3	0.6	2	9	4.3	-2	-1	-1	1
O=C(O)Cn1cnc2scc(-c3ccccc3)c2c1=O	1	0.1	-3	7	1.5	2	10	-15	2
COc1cc(C(=O)N(Cc2cccnc2)Cc2cc3cc4c(cc3[nH]c2=O)OCCO4)cc(OC)c1OC	-2	0.0	11	0	4.0	-1	-1	-7	-3
COc1ccc(CCNC(=O)CN2CCN(c3ccccc3Cl)CC2)cc1	2	0.0	0	0	-0.1	12	-3	2	-5
COc1cccc(N2C(=O)C(CC(=O)Nc3ccc(F)cc3)N(C3CCCCC3)C2=O)c1 (configuration not stated)	-17	0.0	-1	-5	-0.1	2	2	9	-7

Looked up by structure from above (2):
SMILES	core dimer inh	Efflux pump mplx	PP1 inh	GASC-1 inh	PP5 inh	Fh CTSL1 inh	proCasp3 act	procasp7 counter	TPT1 inhibitor
O=C(O)CC(NC(=O)C(c1ccccc1)c1ccccc1)c1ccc(F)cc1 (configuration not stated)	0	-0.1	0	-12	4.5	7	-6	5	0
COCCNC(=O)CN1C(=O)/C(=C/c2ccccc2)Oc2ccc(C(C)(C)C)cc21	3	0.1	1	1	2.8	6	-21	-1	3

Next compounds:
SMILES	core dimer inh	Efflux pump mplx	PP1 inh	GASC-1 inh	PP5 inh	Fh CTSL1 inh	proCasp3 act	procasp7 counter	TPT1 inhibitor
COc1cccc(N=Nc2c(=O)[nH]n3c(=O)c4c([nH]c23)CCC4)c1	-14	-0.3	20*	9	2.4	3	-5	-6	4
COc1ccc(C)c2sc(NC(=O)C3=COCCO3)nc12	0	-0.1	-4	4	2.2	-1	-2	5	-3
CC(C)CC(C(=O)O)C(C)CC(=O)Nc1ccn(-c2ccccc2)n1 (configuration not stated)	-1	-0.1	1	21	-0.2	0	3	10	-6
CCSCCNC(=O)c1cncc(Br)c1	-5	-0.1	-3	-5	-2.8	0	3	3	1
O=C(COC(=O)c1cc(NS(=O)(=O)c2cccs2)ccc1O)Nc1cc(Cl)ccc1Cl	18	-0.1	14	-2	0.1	-2	5	4	-1
O=C(COc1ccc2ccccc2c1CN1CCOCC1)N1CCc2ccccc21	-3	0.0	0	5	1.0	2	8	1	-1
COc1cc(C(=O)NCc2ccco2)cc(OC)c1OC	6	-0.1	10	4	3.5	6	-4	-16	-6
CN(CCCNC(=O)Cn1c(=O)c2cccn2c2ccccc21)Cc1ccccc1	-14	-0.2	-3	5	0.6	-1	5	0	-3
CCCCCCCCCS(=O)(=O)Nc1cc(C)ccn1	-6	-0.2	1	4	2.2	-3	13	7	-3
COc1cccc(N(CC(=O)NCC2CCCO2)C(=O)CCC(=O)Nc2nccs2)c1 (configuration not stated)	1	0.1	0	1	2.1	2	-7	-9	-1
